# Screening results: PubChem, several laboratories
# Siah-1 displacement = Siah-1 peptide-binding antagonists, primary screen, biochemical, fluorescence polarization, rhodamine-plectin, uHTS (AID 1817) | Siah-1 / rhodamine-plectin peptide fluorescence polarization; higher % means a stronger effect | displacement, % at 20 µM; hits with a dose series show IC50 in µM | 290,000 tested, 0.02% active;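 active = displacement of at least 50% at 20 µM, with a fluorescence ratio check between 0.3 and a set limit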;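 note: plate controls were Siah plus tracer with DMSO for no effect and tracer alone without Siah for full effect; strong numbers were not always called active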
# HEK293 NOD2/NF-kB = NOD2 signaling inhibitors, cell-based, luminescence, uHTS, HEK293 (AID 1566); HEK293 NOD2/NF-kB luciferase reporter, luminescence; higher % means a stronger effect; inhibition, % at 4 µM, or EC50 in µM where a hit was titrated; 290,000 tested, 0.63% active; note: many of its hits are not listed in these tables
# NOD1 inhibition = NOD1 signaling inhibitors, primary screen, cell-based, luminescence, uHTS (AID 1578). NOD1-driven NF-kB luciferase reporter cells, luminescence; higher % means a stronger effect. inhibition, % at 4 µM; hits with a dose series show EC50 in µM. 290,000 tested, 1% active; in the data active = inhibition mostly above about 36%, no sharp cut-off; inactive = mostly below about 34%;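 note: HEK-293T reporter cells stimulated with the NOD1 agonist gamma-tri-DAP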
# KOR beta-arrestin-1 = KOR antagonists, beta-arrestin recruitment, cell-based, luminescence, uHTS (AID 1778); inhibition, % at 10 µM, or IC50 in µM where a hit was titrated; KOR beta-arrestin recruitment, luminescence, antagonist mode; higher % means a stronger effect; 290,000 tested, 0.091% active; note: strong numbers were not always called active
# KOR beta-arrestin-2 = kappa opioid receptor activators – cell-based, luminescence, uHTS, primary screen (AID 1777); KOR beta-arrestin recruitment, luminescence; higher % means a stronger effect; activation, % at 10 µM; hits with a dose series show EC50 in µM; 280,000 tested, 0.02% active; in the data active = activation above about 50%, passing the limit was not always enough; note: a part of the inactive calls stands beside numbers as strong as those of hits
# PhoP inhibition = PhoP-dependent GFP reporter repression – Salmonella Typhimurium, primary screen (AID 1863) | inhibition, % at 50 µM, or IC50 in µM where a hit was titrated | 300,000 tested, 0.16% active | S. Typhimurium PhoP-regulated promoter GFP reporter, 4 h; higher % means a stronger effect;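 active = inhibition over 29.93%, a cutoff 3 SD above the screen mean, later confirmed by dose response; inconclusive = inhibition over 29.93% but no dose response follow-up; inactive = inhibition at most 29.93% or unconfirmed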;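 note: 0% = low Mg2+ inducing control and 100% = high Mg2+ repressing control; strong numbers were not always called active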
# LYP phosphatase = inhibitors of LYP phosphatase, biochemical, fluorescence intensity, uHTS (AID 1779). recombinant LYP phosphatase, fluorescence intensity; higher % means a stronger effect. one-dose inhibition, % at 11.5 µM; IC50 in µM for titrated hits. 290,000 tested, 0.054% active;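 note: plate controls were vehicle with enzyme for no effect and no enzyme for full effect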
# HIV peptide binding = inhibitors of HIV fusion peptide binding, primary screen, biochemical, uHTS, fluorescence dequenching (AID 1986) | cell-free peptide binding, fluorescence dequenching, 30 min; higher % means a stronger effect | inhibition, % at 20 µM; hits with a dose series show IC50 in µM | 290,000 tested, 0.3% active; in the data active = inhibition mostly above about 52%, no sharp cut-off; inactive = mostly below about 76%; note: some results filed as inactive read as strong as hits
# Myeloid diff 2 = promotes myeloid progenitor differentiation | ER-HoxA9 myeloid progenitors, lysozyme-GFP differentiation, flow cytometry | calls only at 10 µM | 360,000 tested, 1% active;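 active = normalized GFP-positive differentiation at or above the plate's own cutoff, the solvent-only control mean plus 3 SD; inconclusive = no clear call, values can overlap the other calls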;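 note: cells exposed to compound for four days before flow analysis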
# Myeloid diff 2 GFP+ MAC1+ % = further read-out of Myeloid diff 2, marked with its call; GFP+ MAC1+ double positive, %; measured here: differentiation confirmed by MAC1 staining
# An asterisk follows results filed as active; i = inactive; ? = inconclusive; nt = not tested or not shown; + = active, no number; [ ] = another dose, or the depositor's remark. Cut-off read from the data, not from the text of the source, unless noted: active = inhibition above about 50%; inactive = the rest. These rows are one share of the data. The share of hits here may be higher or lower than overall.
SMILES,Siah-1 displacement,HEK293 NOD2/NF-kB,NOD1 inhibition,KOR beta-arrestin-1,KOR beta-arrestin-2,PhoP inhibition,LYP phosphatase,HIV peptide binding,Myeloid diff 2,Myeloid diff 2 GFP+ MAC1+ %
COc1cccc(N2CCN(CC(=O)Nc3nc4c(s3)CC(C)CC4)CC2)c1 (stereo not drawn),-1.6%,5.7%,6.2%,12.3%,0.0%,4.8%,-1.1%,-3.3%,i,1.6
O=C(CSc1ncccn1)NCc1ccc2c(c1)OCO2,3.1%,-9.1%,-7.0%,-20.6%,-1.5%,3.2%,-11.5%,-1.0%,i,3.7
CCN(CC)c1ccc(CNc2nc3ccccc3n2C(C)C)cc1,6.7%,-3.5%,-13.2%,11.9%,-0.9%,0.6%,-6.0%,-1.9%,i,0.3
O=C(NC1CCCCC1)Nn1c(-c2ccccc2)nc2ccccc2c1=O,2.9%,11.0%,-30.5%,17.7%,-0.5%,5.7%,2.4%,-1.3%,i,0.5
CC(NCC(O)COc1ccc(S(=O)(=O)N2CCOCC2)cc1)c1ccccc1 (stereo not drawn),4.7%,2.5%,-27.8%,-12.9%,-4.8%,10.2%,-2.5%,-1.7%,i,0.0
COCCN(C(=S)Nc1cc(C)cc(C)c1)C(C)c1ccco1 (stereo not drawn),12.9%,0.1%,-6.7%,-15.3%,-0.7%,-3.2%,-4.8%,10.2%,i,0.8
CCc1nnc(NC(=O)c2sc3nc4cc(C)ccc4cc3c2N)s1,4.0%,-13.2%,nt,-10.7%,-0.9%,-12.2%,5.2%,-2.9%,i,0.5
C[n+]1ccn(CC(=O)c2ccc(Cl)cc2)c1,5.6%,12.1%,-11.9%,23.0%,7.0%,4.4%,-1.7%,0.9%,i,0.2
Cc1cc(C(=O)NC2=NCCS2)cs1,-6.5%,10.8%,-10.0%,5.8%,9.5%,-4.9%,-12.3%,1.8%,i,0.6
CCOC(=O)C1C(=O)N(C(=O)c2ccc(OC)cc2)CC1c1ccccc1 (stereo not drawn),-1.3%,16.6%,0.3%,1.3%,-4.4%,1.9%,-12.3%,1.4%,i,0.7
COc1ccc(C(=O)NNC(=O)CSc2nnc(COc3ccccc3OC)n2C)cc1,-1.8%,13.3%,20.7%,19.6%,-1.1%,4.0%,-7.2%,-1.0%,i,0.3
Cc1cccc(NC(=S)N2CCN(S(=O)(=O)c3cccc(F)c3)CC2)c1,-4.2%,8.6%,-28.2%,-3.5%,-0.4%,3.1%,5.8%,-0.6%,i,0.1
CCCCCCn1c(CN2CCCCC2C)nc2c1c(=O)n(C)c(=O)n2C (stereo not drawn),13.6%,22.5%,-20.6%,11.2%,5.4%,-11.0%,-0.9%,-2.0%,i,1.1
O=C(Cc1cc(=O)[nH]c(=O)[nH]1)NCc1ccc(Cl)cc1,-1.8%,6.0%,-18.8%,-39.0%,0.4%,-14.1%,-2.0%,-1.0%,i,1.7
O=C(C(=O)c1ccc(O)cc1)c1ccccc1,1.6%,5.7%,-2.8%,17.0%,-4.4%,-3.0%,-0.3%,1.4%,i,0.5
CN(c1ccccc1)S(=O)(=O)c1ccc(C(=O)OCC(=O)N2CCOCC2)cc1,-5.7%,-4.0%,-31.3%,2.5%,0.2%,-10.9%,3.1%,-0.7%,i,1.0
O=C(Cn1c(=O)oc2ccccc21)Nc1ccc(F)cc1,1.3%,3.6%,-24.8%,-13.0%[20 µM],nt,6.7%,-11.6%,-2.5%,i,0.7
CC(=O)NNC(=O)CN1C(=O)/C(=C/c2ccccc2)SC1=S,-8.0%,-132.8%,23.4%,-3.6%,-0.2%,-12.5%,-9.4%,-3.1%,i,0.5
CCOC(=O)C1C(=O)C(C(C)=O)C(=O)CC1CC(C)SCC (stereo not drawn),2.1%,-14.9%,6.2%,-16.5%,-5.4%,-4.7%,-4.8%,-0.6%,i,7.7
Cc1ccc(CNC(=O)c2ccc(NS(=O)(=O)c3c(C)noc3C)cc2)cc1,9.2%,8.2%,-18.7%,-35.3%,0.5%,-1.2%,-3.6%,-3.0%,i,0.9

# Reprinted at random: two compounds from above, in no set order.
SMILES,Siah-1 displacement,HEK293 NOD2/NF-kB,NOD1 inhibition,KOR beta-arrestin-1,KOR beta-arrestin-2,PhoP inhibition,LYP phosphatase,HIV peptide binding,Myeloid diff 2,Myeloid diff 2 GFP+ MAC1+ %
O=C(C(=O)c1ccc(O)cc1)c1ccccc1,1.6%,5.7%,-2.8%,17.0%,-4.4%,-3.0%,-0.3%,1.4%,i,0.5
O=C(Cn1c(=O)oc2ccccc21)Nc1ccc(F)cc1,1.3%,3.6%,-24.8%,-13.0%[20 µM],nt,6.7%,-11.6%,-2.5%,i,0.7

# (further entries)
SMILES,Siah-1 displacement,HEK293 NOD2/NF-kB,NOD1 inhibition,KOR beta-arrestin-1,KOR beta-arrestin-2,PhoP inhibition,LYP phosphatase,HIV peptide binding,Myeloid diff 2,Myeloid diff 2 GFP+ MAC1+ %
COc1cc(/C=C2/C(=O)NN(c3ccc(Cl)cc3)C2=O)cc(Br)c1O,11.3%,nt,nt,-19.3%[20 µM],0.6%,1.1%,1.8%,15.5µM*,i,0.3
C=C(C)CSc1nnc(-c2ccccc2)n1N,0.4%,-13.3%,-22.8%,-34.1%,6.3%,-7.7%,0.9%,2.0%,i,0.7
C/C=C/C(=O)OCC(=O)Nc1ccc(SC(F)F)cc1,14.0%,-7.5%,-19.6%,-26.4%,0.5%,1.6%,1.7%,1.9%,i,0.1
CCOC(=O)c1c(C)c(C(=O)Nc2cc(OC)ccc2OC)c(C)n1CC,-0.4%,-3.9%,4.7%,8.5%,0.0%,-1.1%,-4.7%,-1.2%,+,19.3*
CCC(C)Sc1nc2c(c(=O)n1C)SC(C)C2 (stereo not drawn),5.5%,6.8%,-27.3%,25.9%,-4.5%,-2.9%,-2.2%,1.6%,i,0.5
C=CCn1c(SCC(=O)N2CCCC2)nc2cc(C(=O)NCC3CCCO3)ccc2c1=O (stereo not drawn),0.0%,-12.7%,-26.5%,-23.2%,5.7%,-8.2%,4.1%,0.8%,i,1.1
O=C1CSC(c2ccc([N+](=O)[O-])cc2)N1CCN1CCCCC1 (stereo not drawn),-1.9%,-0.6%,11.0%,-26.0%,4.6%,5.0%,-7.5%,-2.0%,i,0.2
O=C(COC(=O)C12CC3CC(CC(Br)(C3)C1)C2)N1CCOCC1,6.2%,10.5%,-18.3%,-11.5%,-2.1%,2.3%,-9.4%,-0.4%,i,0.1
O=c1c2c3nc4ccccc4nc3n(/N=C/c3ccco3)c2ncn1CCC1=CCCCC1,7.3%,-19.0%,-61.9%,-9.8%,0.9%,nt,-4.0%,-2.4%,i,0.5
Cc1cc(NS(=O)(=O)c2ccc(NC(=O)c3cccc(OC(F)F)c3)cc2)nc(C)n1,10.5%,16.5%,-23.6%,16.4%,-4.1%,-5.0%,-2.5%,1.5%,i,0.1
O=C(NCCCN1CCOCC1)c1cc(Cl)ccc1[N+](=O)[O-],10.3%,2.6%,-20.6%,4.5%,6.9%,2.5%,-1.8%,2.0%,i,0.5
COc1cc(CN2CCSCC2)cc(OC)c1OC,5.2%,2.5%,-11.6%,17.5%,14.9%,3.6%,7.3%,3.7%,i,2.0
OCCC1CN(Cc2ccc(Oc3ncccn3)cc2)CCN1C1CCCC1 (stereo not drawn),5.5%,6.2%,-23.7%,-3.0%,-6.0%,2.7%,-4.5%,-1.1%,i,0.6
COCCN(Cc1ccco1)C(=O)Cn1ncc2c(=O)oc3ccccc3c21,-4.2%,-0.2%,6.6%,-12.5%,-3.3%,-8.3%,-5.8%,-0.3%,i,0.2
Cc1ccc(N2C(=O)NC(NS(=O)(=O)c3ccc(C)cc3)(C(F)(F)F)C2=O)cc1 (stereo not drawn),3.0%,8.1%,25.6%,16.8%,0.6%,-3.1%,-6.4%,1.6%,i,1.7
COc1ccc(NC(=O)c2cc(C)nn2-c2ccccc2)cc1,0.8%,-33.4%,-4.5%,8.0%,-0.5%,3.1%,-3.5%,-2.0%,i,0.5
O=C(NCCN1CCOCC1)C1CC(=O)N(c2ccc(F)c(Cl)c2)C1 (stereo not drawn),-0.5%,4.9%,-23.7%,-13.1%,0.1%,-0.3%,-4.4%,-1.9%,i,5.6
CCSc1ccccc1C(=O)Nc1ccc([N+](=O)[O-])cc1OC,10.2%,-6.1%,-29.9%,-37.7%[20 µM],-7.6%,-4.4%,-0.9%,-1.4%,i,1.1
Cc1cccc(NC(=S)NCCO)c1C,-1.1%,14.3%,-16.0%,-48.2%,10.1%,-4.8%,-1.2%,-2.0%,i,0.6
CCOc1ccccc1NC(=O)C1CCN(S(=O)(=O)c2c(C)noc2C)CC1,-7.1%,-0.6%,13.5%,-32.2%,-3.5%,2.8%,-10.6%,-0.6%,i,1.5

# Limited to HEK293 NOD2/NF-kB, for some of the entries so far:
molecule | HEK293 NOD2/NF-kB
CCC(C)Sc1nc2c(c(=O)n1C)SC(C)C2 (stereo not drawn) | 6.8%
C=CCn1c(SCC(=O)N2CCCC2)nc2cc(C(=O)NCC3CCCO3)ccc2c1=O (stereo not drawn) | -12.7%
O=C1CSC(c2ccc([N+](=O)[O-])cc2)N1CCN1CCCCC1 (stereo not drawn) | -0.6%
O=C(COC(=O)C12CC3CC(CC(Br)(C3)C1)C2)N1CCOCC1 | 10.5%
O=c1c2c3nc4ccccc4nc3n(/N=C/c3ccco3)c2ncn1CCC1=CCCCC1 | -19.0%
Cc1cc(NS(=O)(=O)c2ccc(NC(=O)c3cccc(OC(F)F)c3)cc2)nc(C)n1 | 16.5%

# Remaining list, next part:
SMILES,Siah-1 displacement,HEK293 NOD2/NF-kB,NOD1 inhibition,KOR beta-arrestin-1,KOR beta-arrestin-2,PhoP inhibition,LYP phosphatase,HIV peptide binding,Myeloid diff 2,Myeloid diff 2 GFP+ MAC1+ %
O=C(NCCCN1CCN(c2ccccc2F)CC1)C1CC(=O)N(C2CCCC2)C1 (stereo not drawn),-3.8%,14.2%,14.3%,-7.7%,-2.9%,-4.6%,-6.7%,-1.2%,i,3.1
Cc1sccc1C1C(C#N)=C(N)SC(N)=C1C#N,1.5%,11.8%,-23.7%,-18.9%,1.2%,-29.3%,0.2%,32.9%,nt,nt
CCCCOc1ccc(-c2nc(=S)[nH][nH]2)cc1,0.7%,-17.5%,-45.4%,-22.0%,-0.8%,4.8%,-8.0%,36.3%,i,0.9
Nc1cc([N+](=O)[O-])ccc1Nc1ccc(O)cc1,-2.8%,20.1%,-10.3%,49.9%,0.8%,5.9%,-3.6%,-1.7%,?,nt
CC(C)c1ccc(C2(O)C(=O)Nc3cc(Br)ccc32)c(O)c1 (stereo not drawn),-1.0%,9.3%,-18.3%,12.1%,-0.2%,-1.8%,-3.0%,1.6%,i,0.6
CCOc1ccc(S(=O)(=O)N2CCN(C(=O)c3cccnc3)CC2)cc1,-4.2%,-8.1%,11.8%,-22.2%,-1.1%,5.0%,-5.4%,-1.5%,i,0.3
Clc1ccc(SCCCCn2cncn2)cc1,5.5%,-1.6%,-0.1%,18.3%,-6.7%,7.0%,-6.3%,-2.0%,i,1.0
